Source: PubChem BioAssay (National Center for Advancing Translational Sciences (NCATS))
aSyn yeast inh – inhibitors of alpha-synuclein toxicity in yeast; Potency, µM (doses to about 46.1 µM), for the others: at the highest dose growth rescue (activation), hits mostly activators; Yeast expressing alpha-synuclein, growth rescue, BacTiter-Glo, 24 h; 370,000 tested, 0.14% active; AID 652106; also: potency is read from the fitted curve at half-maximal effect; % of control where 0% means no effect; nearly all actives have a fitted effect of over 65% in size
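Galactose-induced alpha-syn yeast (OD600=0.02, raffinose-pregrown) + pinned cpd, 24 hr, 30 deg C; growth by BacTiter-Glo luminescence. Growth restoration scores as activation.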
WRN inhibitor – blocks human WRN helicase; Q14191; WRN helicase unwinding, fluorescent forked duplex, kinetic; Potency, µM (titrated, usually from 114 µM), inactives show at the top dose activity change, negative = inhibition, hits mostly inhibitors; 360,000 tested, 0.46% active; AID 651768; also: potency is read from the fitted curve at half-maximal effect; % is scaled to controls: 0 for no effect and ±100 for the full control effect; nearly all actives have a fitted effect of over 55% in size
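WRN at 20 nM final was preincubated with compound for 15 min at room temperature; reaction started with 100 nM forked duplex oligonucleotide carrying fluorophore and quencher plus 2 mM ATP (final). Unwinding followed kinetically by red fluorescence (ex 525/em 598 nm).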
Abeta rescue – A-beta toxicity reversal in yeast; yeast expressing A-beta42, growth rescue, OD600, 48 h; response scale: 0% DMSO, 100% iron-clioquinol control; Potency, µM (doses to about 46.1 µM), for the others: top-dose growth rescue, hits mostly activators; 410,000 tested, 0.063% active; AID 1347071; also: potency is read from the fitted curve at half-maximal effect; nearly all actives have a fitted effect of over 55% in size
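Yeast A-beta toxicity model in growth medium with pinned compounds, 48 h at 30 C; growth read as absorbance at 600 nm. Normalized to FeCl3/clioquinol equimolar mix (positive) and DMSO (negative).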
EPAC1 ag – agonists of human EPAC1; O95398; EPAC1 agonist qHTS, biochemical assay; response scale: 100% = response to 6.5 mM cAMP; Potency, µM (titrated, usually from 154 µM), for inactives: at the top dose activation, most hits filed as activators; 360,000 tested, 0.073% active; also: potency is read from the fitted curve at half-maximal effect; nearly all actives have a fitted effect of over 60% in size
Target sequence (O95398 whole entry, looked up): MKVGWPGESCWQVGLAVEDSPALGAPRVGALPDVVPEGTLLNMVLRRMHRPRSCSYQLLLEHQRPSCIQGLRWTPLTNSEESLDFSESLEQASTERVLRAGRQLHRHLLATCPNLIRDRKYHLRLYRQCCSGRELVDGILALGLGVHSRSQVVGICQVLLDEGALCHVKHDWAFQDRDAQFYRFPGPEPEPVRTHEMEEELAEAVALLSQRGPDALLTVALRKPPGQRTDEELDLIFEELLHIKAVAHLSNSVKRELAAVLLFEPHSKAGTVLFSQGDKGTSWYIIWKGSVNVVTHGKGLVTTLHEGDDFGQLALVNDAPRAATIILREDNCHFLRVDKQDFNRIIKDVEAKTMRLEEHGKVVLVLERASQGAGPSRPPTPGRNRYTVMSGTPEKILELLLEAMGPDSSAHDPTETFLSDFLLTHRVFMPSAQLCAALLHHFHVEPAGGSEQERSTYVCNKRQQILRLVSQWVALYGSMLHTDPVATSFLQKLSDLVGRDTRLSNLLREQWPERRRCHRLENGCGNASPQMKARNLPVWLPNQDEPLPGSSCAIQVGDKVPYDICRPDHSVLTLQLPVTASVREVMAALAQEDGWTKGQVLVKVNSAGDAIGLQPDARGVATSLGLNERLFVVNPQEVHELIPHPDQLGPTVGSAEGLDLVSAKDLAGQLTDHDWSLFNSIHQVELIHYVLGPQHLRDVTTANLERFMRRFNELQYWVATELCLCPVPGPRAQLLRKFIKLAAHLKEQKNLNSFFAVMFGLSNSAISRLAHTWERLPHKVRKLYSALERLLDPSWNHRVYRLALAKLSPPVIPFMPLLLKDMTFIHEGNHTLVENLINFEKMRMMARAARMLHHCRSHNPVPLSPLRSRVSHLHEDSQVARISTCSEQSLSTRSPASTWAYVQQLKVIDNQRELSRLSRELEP
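EPAC1 100 nM, Rap1B–BODIPY-GDP 250 nM, unlabeled GDP 50 uM; compound titration; 5 min RT; kinetic read ex480/em540 at 5-min intervals ×30 min; data normalized to 6.5 mM cAMP agonist control.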
EPAC1 antag – antagonists of human EPAC1. O95398. EPAC1 GEF assay, Rap1b-BODIPY-GDP exchange fluorescence. Potency, µM (series often up to 115 µM), for inactives: at the highest dose activity change, negative = inhibition, usual class: inhibitors. 360,000 tested, 0.14% active. AID 720709;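 also: potency is read from the fitted curve at half-maximal effect; plate controls were vehicle for no effect and positive control for full effect; nearly all actives have a fitted effect of over 50% in size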
IL2 activator – activators of IL-2. IL-2 activation reporter assay, cell-based qHTS; stimulated with anti-CD3/CD4/CD28 beads; in transgenic mouse T cells. activation, % (series mostly up to about 46 µM). 360,000 tested, 0.065% active; in the data active = activation above about 50%; inconclusive = mostly about 30% to 49%; also: 0% is about no effect
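Unstimulated transgenic mouse T cells; 60-min compound exposure; bead-based TCR/CD4/CD28 stimulation; 18 h culture, 37 degrees C; dual fluorescence (EGFP, DsRed) plate cytometry.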
PI5P4K alpha inh – inhibitors of human PI5P4K alpha | 330,000 tested, 1.2% active | AID 652105 | max response, % | P48426 | PI5P4Kalpha enzyme, ADP-Glo luminescence, 60 min; hits give low values; active = max response of -50% or lower; inconclusive = between -30% and -50%; inactive = -30% or higher; also: value at the top dose of about 77 µM; % is scaled to controls: 0 for no effect and ±100 for the full control effect
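Quantitative HTS of the MLSMR library against PI5P4Kalpha with substrate. ATP added last at 5 microM final; room temperature, 60 minutes. Remaining ATP depleted, ADP converted and read as luminescence.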
FUS suppressor – suppressors of FUS proteinopathy in yeast; 390,000 tested, 0.24% active; Potency, µM (titrated, usually from 76.6 µM), without a hit: top-dose growth rescue (activation), most hits filed as activators; S. cerevisiae FUS-expressing, growth rescue, OD600, 24 h;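 also: potency is read from the fitted curve at half-maximal effect; plate controls were DMSO vehicle for no effect and reference control for full effect; nearly all actives have a fitted effect of over 55% in size; some results filed as inactive show a strong effect at the top dose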
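Yeast expressing FUS under galactose induction, OD 0.005 in 2% galactose medium; compounds in a dilution series, 24 h at 30C. Growth rescue by absorbance at 600 nm; CP55940 positive control, DMSO negative.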
PLK1 PBD block – PLK1 (human) polo-box domain binding inhibition; Plk1 PBD binding of FITC phosphopeptide, fluorescence polarization; P53350; Potency, µM, for the others: max response, negative = inhibition, usual class: inhibitors; 360,000 tested, 2.8% active; also: potency is read from the fitted curve at half-maximal effect; series mostly up to about 57 µM; % is scaled to controls: 0 for no effect and ±100 for the full control effect; nearly all actives have a fitted effect of over 65% in size
* marks the source's active call; other numbers are inactive results; [ ] = another dose, or the depositor's remark. Unless noted, calls follow the shape of the dose curve; as a rule, active = well fitted curve in the direction sought with a large enough effect; inconclusive = small, poorly fitted or top-dose-only effect, or another doubt; inactive = no such curve, though single readings can be large; an effect the other way counts as inactive or inconclusive.

Screening CCCCN1CCc2c([nH]c3c(C)cccc23)C1=O returned aSyn yeast inh 5%, WRN inhibitor 5%, Abeta rescue -5%, EPAC1 ag -3%, EPAC1 antag -7%, IL2 activator -1.2, PI5P4K alpha inh inconclusive, FUS suppressor 7% and PLK1 PBD block 3.4µM*.
For Cc1nn(Cc2ccccc2)c(Cl)c1/C=C1\NC(=S)NC1=O the results were aSyn yeast inh 3%, WRN inhibitor -11%, Abeta rescue 12%, EPAC1 ag -3%, EPAC1 antag 3%, IL2 activator 0.4, PI5P4K alpha inh -23, FUS suppressor -10% and PLK1 PBD block -6%.
Screening COc1cccc2cc(C(=O)NCc3ccc(Cl)cc3)c(=N)oc12 returned aSyn yeast inh 0%, WRN inhibitor 8%, Abeta rescue 2%, EPAC1 ag 1%, EPAC1 antag 1%, IL2 activator -4.6, PI5P4K alpha inh -1, FUS suppressor -8% and PLK1 PBD block -10%.
Screening CCOC(=O)N1CCN(C(=O)/C(=C/c2ccc(Cl)cc2)NC(=O)c2ccccc2)CC1 returned aSyn yeast inh 9%, WRN inhibitor 5%, Abeta rescue -4%, EPAC1 ag 6%, EPAC1 antag -16%, IL2 activator -0.7, PI5P4K alpha inh 0, FUS suppressor inconclusive and PLK1 PBD block -9%.
O=C(/C=C/c1ccccc1F)c1ccoc1 was read as aSyn yeast inh -10%, WRN inhibitor -6%, Abeta rescue -10%, EPAC1 ag -3%, EPAC1 antag 8%, IL2 activator -0.6, PI5P4K alpha inh -3, FUS suppressor -31% and PLK1 PBD block -27%.
Screening CCNC(=O)CSC1=N/C(=C\c2ccc(O)c(OCC)c2)C(=O)N1c1ccc(OC(F)F)cc1 returned aSyn yeast inh 4%, WRN inhibitor -7%, Abeta rescue 2%, EPAC1 ag -7%, EPAC1 antag -7%, IL2 activator 0.1, PI5P4K alpha inh 4, FUS suppressor 36% and PLK1 PBD block 50%[activator].
For Cc1noc(C)c1C(=O)OCC(=O)N1CCN(S(=O)(=O)c2ccc3ccccc3c2)CC1 the results were aSyn yeast inh -13%, WRN inhibitor 8%, Abeta rescue 4%, EPAC1 ag -10%, EPAC1 antag 2%, IL2 activator -1.4, PI5P4K alpha inh -9, FUS suppressor -21% and PLK1 PBD block -6%.
Screening Cc1cccc(CSCCNC(=O)COc2ccc(Cl)cc2)c1 returned aSyn yeast inh 9%, WRN inhibitor -5%, Abeta rescue -10%, EPAC1 ag 6%, EPAC1 antag -23%, IL2 activator -1.7, PI5P4K alpha inh 20, FUS suppressor 10% and PLK1 PBD block -14%.
CC(=O)N1c2cc3ccccc3cc2N(C(C)=O)c2cc3ccccc3cc21 was read as aSyn yeast inh -7%, WRN inhibitor -6%, Abeta rescue 6%, EPAC1 ag 9%, EPAC1 antag -11%, IL2 activator -0.3, PI5P4K alpha inh 1, FUS suppressor -18% and PLK1 PBD block -11%.
O=C(NCCO)c1ccc2[nH]c3c(c2c1)CCCC3 was read as aSyn yeast inh -6%, WRN inhibitor -2%, Abeta rescue 4%, EPAC1 ag 1%, EPAC1 antag -8%, IL2 activator 0.3, PI5P4K alpha inh 2 and PLK1 PBD block -2%.
`N/C(=N\OC(=O)c1ccc(OCC(F)(F)F)nc1)c1ccc(Cl)cc1` gave aSyn yeast inh -9%, WRN inhibitor 5%, Abeta rescue -1%, EPAC1 ag 2%, EPAC1 antag 3%, IL2 activator 0.8, PI5P4K alpha inh 2, FUS suppressor -15% and PLK1 PBD block 5%.
O=C(Cc1ccc(S(=O)(=O)N2CCOCC2)s1)Nc1cc(C(F)(F)F)ccc1N1CCCC1 was read as aSyn yeast inh -2%, WRN inhibitor -5%, Abeta rescue -6%, EPAC1 ag 1%, EPAC1 antag -12%, IL2 activator -4.0, PI5P4K alpha inh -14, FUS suppressor inconclusive and PLK1 PBD block -3%.
CCOC(=O)Cn1c(=O)oc2ccc(C)cc21 was read as aSyn yeast inh 1%, WRN inhibitor -1%, Abeta rescue -12%, EPAC1 ag 0%, EPAC1 antag -19%, IL2 activator 1.3, PI5P4K alpha inh 3, FUS suppressor 12% and PLK1 PBD block -6%.
Screening Cc1cc(Cl)c2oc(C(=O)N(C)CCCN3CCOCC3)c(C)c2c1 returned aSyn yeast inh 4%, WRN inhibitor 2%, Abeta rescue -13%, EPAC1 ag -8%, EPAC1 antag 20%, IL2 activator -3.0, PI5P4K alpha inh -3, FUS suppressor 5% and PLK1 PBD block -5%.
CCCNCc1cc(OC)c(OCC(=O)NCCc2ccccc2)cc1Br was read as aSyn yeast inh -8%, WRN inhibitor 7%, Abeta rescue -19%, EPAC1 ag 2%, EPAC1 antag -17%, IL2 activator -0.8, PI5P4K alpha inh 1 and PLK1 PBD block -9%.
`N#Cc1ccc(CN2CCN(C(=O)CCNS(=O)(=O)c3ccc(F)c(Cl)c3)CC2)cc1` gave aSyn yeast inh 0%, WRN inhibitor -6%, Abeta rescue -5%, EPAC1 ag -2%, EPAC1 antag -7%, IL2 activator -0.2, PI5P4K alpha inh 1, FUS suppressor -6% and PLK1 PBD block -7%.
`O=C(NCCN1CCOCC1)c1cn(-c2ccccc2)nc1-c1cccs1` gave aSyn yeast inh 3%, WRN inhibitor 9%, Abeta rescue 7%, EPAC1 ag 0%, EPAC1 antag 12%, IL2 activator 1.8, PI5P4K alpha inh 7, FUS suppressor 1% and PLK1 PBD block -24%.
For c1cc(C2OCCO2)cs1 the results were aSyn yeast inh -5%, WRN inhibitor 7%, Abeta rescue -8%, EPAC1 ag -1%, EPAC1 antag -8%, IL2 activator -2.6, PI5P4K alpha inh -22, FUS suppressor -5% and PLK1 PBD block -10%.
Screening CCCNC(=O)c1cc(C2CCCCN2C(=O)CCc2ccccc2)on1 (configuration not stated) returned aSyn yeast inh 3%, WRN inhibitor 9%, Abeta rescue 10%, EPAC1 ag -8%, EPAC1 antag -2%, IL2 activator -0.4, PI5P4K alpha inh 2, FUS suppressor -9% and PLK1 PBD block 0%.
COC(=O)C1CCN(S(=O)(=O)Cc2ccccc2Cl)CC1 was read as aSyn yeast inh -2%, WRN inhibitor 6%, Abeta rescue 9%, EPAC1 ag 12%, EPAC1 antag -16%, IL2 activator 1.4, PI5P4K alpha inh -3, FUS suppressor -7% and PLK1 PBD block -18%.
`Cc1cccc(C(=O)NC2CC3CCC(C2)N3C)c1` (configuration not stated) gave aSyn yeast inh 0%, WRN inhibitor -11%, Abeta rescue 14%, EPAC1 ag -42%[inhibitor], EPAC1 antag -15%, IL2 activator 1.0, PI5P4K alpha inh -5, FUS suppressor -2% and PLK1 PBD block -13%.
`CCN(CC)S(=O)(=O)c1ccc(N2CCCCC2)c(NC(=O)C2=COCCO2)c1` gave aSyn yeast inh -1%, WRN inhibitor -5%, Abeta rescue 22%, EPAC1 ag 12%, EPAC1 antag -9%, IL2 activator -5.3, PI5P4K alpha inh -10, FUS suppressor 28% and PLK1 PBD block -8%.
`Fc1ccccc1/C=C1\CCCC2=C1Nc1nnnn1C2c1ccccc1F` (configuration not stated) gave aSyn yeast inh 1%, WRN inhibitor -20%, Abeta rescue -1%, EPAC1 ag 17%, EPAC1 antag 0%, IL2 activator -4.5, FUS suppressor 43% and PLK1 PBD block inconclusive.
Screening O=C(c1ccc(CS(=O)(=O)c2cccc(C(F)(F)F)c2)o1)N1CCN(c2ccccn2)CC1 returned aSyn yeast inh -2%, WRN inhibitor 3%, Abeta rescue -13%, EPAC1 ag -7%, EPAC1 antag -2%, IL2 activator 0.0, PI5P4K alpha inh 16 and PLK1 PBD block -5%.
O=C(CNS(=O)(=O)c1c(Cl)cccc1Cl)OCC(=O)N1CCN(c2ccccc2)CC1 was read as aSyn yeast inh 6%, WRN inhibitor 3%, Abeta rescue 14%, EPAC1 ag 12%, EPAC1 antag -4%, IL2 activator -1.5, PI5P4K alpha inh -5, FUS suppressor 23% and PLK1 PBD block -9%.
`CCCCCC/C=C/c1ccc(OC)c([C@H]2[C@H]3C=CC[C@@H](C)[C@@H]3C(=O)N2Cc2ccccc2)c1` gave aSyn yeast inh 4%, WRN inhibitor 11%, Abeta rescue 7%, EPAC1 ag 19%, EPAC1 antag 2%, IL2 activator -0.3, PI5P4K alpha inh 0, FUS suppressor -8% and PLK1 PBD block -1%.
For CCn1c(Cc2ccccc2)nnc1SCC(=O)Nc1ccc(C)cc1 the results were aSyn yeast inh 13%, WRN inhibitor -18%, Abeta rescue -9%, EPAC1 ag 0%, EPAC1 antag 18%, IL2 activator -2.6, FUS suppressor 15% and PLK1 PBD block -12%.
`O=C(CCC(=O)Nc1ccccc1Cl)NNC(=O)NC1CCCCC1` gave aSyn yeast inh -1%, WRN inhibitor -4%, Abeta rescue -4%, EPAC1 ag -1%, EPAC1 antag -7%, IL2 activator 1.1, PI5P4K alpha inh 2 and PLK1 PBD block -4%.

Some of these compounds in order of SMILES length, rising.
For CCn1c(Cc2ccccc2)nnc1SCC(=O)Nc1ccc(C)cc1 the results were aSyn yeast inh 13%, WRN inhibitor -18%, Abeta rescue -9%, EPAC1 ag 0%, EPAC1 antag 18%, IL2 activator -2.6, FUS suppressor 15% and PLK1 PBD block -12%.
O=C(CNS(=O)(=O)c1c(Cl)cccc1Cl)OCC(=O)N1CCN(c2ccccc2)CC1 was read as aSyn yeast inh 6%, WRN inhibitor 3%, Abeta rescue 14%, EPAC1 ag 12%, EPAC1 antag -4%, IL2 activator -1.5, PI5P4K alpha inh -5, FUS suppressor 23% and PLK1 PBD block -9%.
`CCCCCC/C=C/c1ccc(OC)c([C@H]2[C@H]3C=CC[C@@H](C)[C@@H]3C(=O)N2Cc2ccccc2)c1` gave aSyn yeast inh 4%, WRN inhibitor 11%, Abeta rescue 7%, EPAC1 ag 19%, EPAC1 antag 2%, IL2 activator -0.3, PI5P4K alpha inh 0, FUS suppressor -8% and PLK1 PBD block -1%.
